BRCA1 expr act: activators of BRCA1 expression; MCF7-BRCA1-FFLuc reporter, luminescence, 48 h; response scale: scaled: vehicle 0%, 10 µM genistein 100%; Potency, µM (titrated, usually from 46.1 µM), inactives show at the highest dose activation, actives largely listed as activators; 380,000 tested, 1.1% active; active = well fitted activation curve with a large enough effect; inconclusive = small, poorly fitted or top-dose-only effect; inactive = no such curve, though single readings can be large or run the other way; note: nearly all actives have a fitted effect of over 80% in size; some results filed as inactive show a strong effect at the top dose
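First, MCF7-BRCA1-FFLuc cells (2000/well) attach for 2 h; next, compounds are pin-added and incubated 48 h at 37 °C; finally, luciferase reagent is added and luminescence read after 15 min.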
* = called active by the depositor; ? = inconclusive; [ ] = dose if it differs, or a comment. Potency is the fitted concentration of half-maximal effect. Not all compounds are listed (hit frequency here may not be typical).

BRCA1 expr act | SMILES
0.0% | CC1(C(=O)NS(=O)(=O)c2ccccc2Cl)CCN1C(=O)CC(c1ccccc1)c1ccccc1 (stereo not drawn)
-13.7% | COc1cc2ncnc(N3CCN(C(=O)Nc4ccc(Oc5ccccc5)cc4)CC3)c2cc1OC
-52.0% | COc1cc(-c2coc3c(C(=O)NCc4ccc(OC)c(OC)c4)cccc23)ccc1O
34.2% | COc1ccc(C=C(C(=O)c2ccccc2)C(=O)c2ccccc2)cc1
3.9% | COC(=O)c1cn(C(=O)c2ccc3c(c2)OCO3)c2ccccc12
-1.6% | O=C(NCCN1CCC(n2c(=O)[nH]c3ccccc32)CC1)c1ccccc1Cl
6.2% | CCOC(=O)CSc1snnc1C
15.7% | CC(C)C[C@H]1CN(CCCC[C@H]2CNC(=O)C(=O)N2CCc2ccc(O)cc2)C(=O)C(=O)N1CCC1CCCCC1
-68.9% | COc1ccc(Br)cc1C=NNS(=O)(=O)c1ccc(C)cc1
-8.0% | CC(C)(Cc1nc2ccccc2[nH]1)c1nc2ccccc2[nH]1
11.6% | Cc1cc(C(=O)N2CCC2(C)C(=O)Nc2cc(C(C)(C)C)nn2C)nn1C (stereo not drawn)
0.0% | CC(=O)Nc1ccc(NC(=O)C2Cc3c(-c4cccc(C(C)=O)c4)ccnc3O2)cc1 (stereo not drawn)
-12.4% | CCn1cc(/C=C(\NC(=O)c2ccccc2OC)C(=O)NCCN2CCOCC2)c2ccccc21
12.9% | O=C(Nc1ccc(F)c(Cl)c1)c1ccc2nc([C@@H]3O[C@H](CO)[C@H](O)[C@H](O)[C@H]3O)[nH]c2c1
0.0% | COC(=O)c1ccccc1NC(=O)COc1ccccc1C(=O)Nc1ccccc1
-7.3% | CCOC(=O)[C@]12CCC=C1N(Cc1ccc3c(c1)OCO3)C(=O)[C@H](CC(=O)N1CCC(c3ccccc3)CC1)C2
0.0% | C=CC1=CCN(S(=O)(=O)C(C)(C)C)[C@H]1CCO
91.1% | OC(Cc1ccc2ccccc2n1)c1ccc(Cl)c(Cl)c1 (stereo not drawn)
41.1% | OC1c2cc(Br)ccc2N=C2CCCCCN21 (stereo not drawn)
8.7% | CC1(C(=O)NS(=O)(=O)c2cccc(OC(F)F)c2)CCN1C(=O)Cc1ccccc1 (stereo not drawn)
-58.5% | CCOC(=O)[C@]12CCCC=C1N(Cc1cccc3ccccc13)C(=O)[C@H](CC(=O)NCc1ccc(C)o1)C2
-13.7% | COc1ccccc1-c1ccc2c(c1)O[C@@H](CN(C)C(=O)Nc1cccc(F)c1)[C@H](C)CN([C@H](C)CO)S2(=O)=O
6.1% | CC(=O)NC(c1ccccc1)c1nc(-c2ccc(Cl)cc2)cs1 (stereo not drawn)
-71.8% | COc1ccc(OC)c(/C=C/c2c3ccccc3cc[n+]2C)c1
0.0% | Cc1ccc(S(=O)(=O)NC(=O)C2(C)CCN2C(=O)C2(c3ccc(Cl)cc3)CCC2)cc1 (stereo not drawn)
19.0% | CC(=O)c1ccc(NC(=O)c2cnn3c2NC(=C2CC2)C=C3C(F)F)cc1
5.5% | O=C(/C=C/[C@H]1O[C@@H](n2ccc(=O)[nH]c2=O)[C@H](O)[C@@H]1O)NCC1CCCO1 (stereo partly drawn)
3.1% | CCOC(=O)C1(C)NC(c2ccc(OC)c(OC)c2)C2C(=O)N(c3cccc(C(C)=O)c3)C(=O)C21 (stereo not drawn)
-5.1% | CC1(C(=O)Nc2cccc(C(F)(F)F)c2)Cc2c(-c3ccccc3)ccnc2O1 (stereo not drawn)
-4.2% | Cc1cc(Nc2ccc(F)cc2)c2ccccc2n1

Sorted by value in BRCA1 expr act (lowest first): three from the list above.
BRCA1 expr act | SMILES
-68.9% | COc1ccc(Br)cc1C=NNS(=O)(=O)c1ccc(C)cc1
-1.6% | O=C(NCCN1CCC(n2c(=O)[nH]c3ccccc32)CC1)c1ccccc1Cl
12.9% | O=C(Nc1ccc(F)c(Cl)c1)c1ccc2nc([C@@H]3O[C@H](CO)[C@H](O)[C@H](O)[C@H]3O)[nH]c2c1

Other compounds.
BRCA1 expr act | SMILES
17.0% | CC(C)Oc1cccc(NC(=O)C2(C)CCCN(C)C2)c1 (stereo not drawn)
10.3% | CCOC(=O)[C@]12CCCC=C1N(Cc1ccco1)C(=O)[C@H](CC(=O)NCc1ccc(OC)c(OC)c1)C2
-42.5% | Cn1c(=O)c2cc(NC(=S)NC3CCCCC3)ccc2n1Cc1ccc(Cl)cc1
-1.4% | COc1cc(OC)cc(C(=O)NNC(=O)C2CCC2)c1
22.4% | C[C@@H]1CN([C@H](C)CO)C(=O)CCCn2cc(nn2)CO[C@H]1CN(C)S(=O)(=O)c1cccc(F)c1
43.4% | Cn1cc(-c2coc3c(C(=O)NCc4ccco4)cccc23)cn1
-69.0% | COc1ccc(C=C2CS(=O)(=O)CC(=Cc3ccc(OC)cc3)C2=O)cc1
21.7% | COc1cccc(C#CC2=CC(=O)CC(C)(C)C2)c1
-7.7% | CC1(C(=O)NCc2ccncc2)Cc2c(-c3cccc(C(F)(F)F)c3)ccnc2O1 (stereo not drawn)
-5.2% | CN1C(=O)c2ccccc2Cc2c(NCc3ccccc3)ncnc21
0.2% | CC(=O)N1CC2(CC(c3ccccc3F)=NO2)CN1c1ccc(Cl)cc1 (stereo not drawn)
12.6% | CCCCN(C=O)c1c(CC)nc2ccc(C(=O)N3CCN(C(C)=O)CC3)cn12
0.0% | CC1(Cc2ccc(Cl)cc2)C(=O)Nc2c(Cl)ccc(Cl)c21 (stereo not drawn)
10.8% | CCC(=O)N1CCC1(C)C(=O)NCc1ccc(SC)cc1 (stereo not drawn)
-6.8% | COc1ccccc1N1CCN(S(=O)(=O)CCNC(=O)C(C)Oc2ccccc2)CC1 (stereo not drawn)
52.0% | Cc1ccc(C(=O)Nc2ccc(NC(=O)c3ccccc3Cl)c(C)c2)cc1
-11.6% | O=C(Nc1nc(-c2cccs2)cs1)C1CC(=O)N(c2ccc3c(c2)OCCO3)C1 (stereo not drawn)
2.0% | NS(=O)(=O)c1ccc(NC(=O)c2cnn3c2NC(=C2CC2)C=C3C(F)F)cc1
-1.5% | CC(=O)N1C[C@H]2CON(C)[C@H]2C[C@H]1c1cccc(-c2ccc(C#N)cc2)c1
21.1% | OCCN1CCN(c2ncnc3c2ncn3[C@H]2CN(Cc3ccccc3)C[C@@H](CO)O2)CC1
-3.7% | C[C@@H]1CN([C@H](C)CO)C(=O)c2cc(Br)cnc2O[C@@H]1CN(C)C(=O)C1CCOCC1
16.4% | Cc1cccc(S(=O)(=O)N(C)C[C@H]2OCc3cnnn3CCCC(=O)N([C@H](C)CO)C[C@@H]2C)c1
-21.5% | COCOCCn1cc(CN2CCS(=O)(=O)N(Cc3ccc(-c4cccc(N(C)C)c4)cc3)C(C(C)C)C2=O)nn1 (stereo not drawn)
-6.0% | OC[C@@H]1CN(Cc2ccco2)C[C@H](n2cnc3c(NCc4ccc(F)cc4)ncnc32)O1
-0.4% | COc1cccc(CNC(=O)[C@@H]2CCCN2C(=O)[C@H]2CCCCN2S(=O)(=O)c2ccc(OC)c(C)c2)c1
-92.6%[inhibitor] | O=C1CC(=O)OC(c2ccc([N+](=O)[O-])cc2)O1
7.8% | Cc1ccc2nc3n(c(=O)c2c1)-c1cc2ccccc2cc1C(=O)NC3CC(C)C (stereo not drawn)
-16.4% | O=C(Nc1ccc(Oc2ccccc2)cc1)c1ccc2nc([C@@H]3O[C@H](CO)[C@H](O)[C@H](O)[C@H]3O)[nH]c2c1
0.0% | CCOC(=O)[C@]12CCC=C1N(Cc1ccc3c(c1)OCO3)C(=O)[C@H](CC(=O)NCCCCc1ccccc1)C2
-7.7% | Cn1ccc2c(-c3ccc4[nH]ccc4c3)cc3c(c21)C1CCC3O1 (stereo not drawn)

Five structures already listed, arranged by SMILES length, descending.
BRCA1 expr act | SMILES
-0.4% | COc1cccc(CNC(=O)[C@@H]2CCCN2C(=O)[C@H]2CCCCN2S(=O)(=O)c2ccc(OC)c(C)c2)c1
-21.5% | COCOCCn1cc(CN2CCS(=O)(=O)N(Cc3ccc(-c4cccc(N(C)C)c4)cc3)C(C(C)C)C2=O)nn1 (stereo not drawn)
21.1% | OCCN1CCN(c2ncnc3c2ncn3[C@H]2CN(Cc3ccccc3)C[C@@H](CO)O2)CC1
-52.0% | COc1cc(-c2coc3c(C(=O)NCc4ccc(OC)c(OC)c4)cccc23)ccc1O
-4.2% | Cc1cc(Nc2ccc(F)cc2)c2ccccc2n1

(more compounds)
BRCA1 expr act | SMILES
-50.6% | Cc1cc(/C=C/c2c(C)cnc3ccccc23)ccc1N(C)C
-1.6% | Cc1cnc2c3c(cc(Cl)c2c1)-c1ccccc1S(=O)(=O)N3
4.1% | COc1ccc(S(=O)(=O)NC(=O)C2(C)CCN2C(=O)Cc2cc(C)cc(C)c2)cc1OC (stereo not drawn)
17.1% | Cc1cccc(NC(=O)CNC(=O)[C@H]2O[C@@H](n3ccc(N)nc3=O)[C@H](O)[C@@H]2O)c1C
-47.0% | Brc1ccc(-c2nc3c4ccccc4ccn3c2Cc2ccccc2)cc1
0.0% | CCOC(=O)C1(C)CCCN1C(=O)c1cccc2ccccc12 (stereo not drawn)
34.6% | O=C(c1ccc2c(c1)OCO2)c1ccc[nH]1
103.7% | CN(C)c1ccc(/C=C/C=C2/C=Cc3ccccc32)cc1
7.1% | O=C(NC1CC1)c1ccc2sc([C@@H]3O[C@H](CO)[C@H](O)[C@H](O)[C@H]3O)nc2c1
14.9% | CCOC(=O)C1(C)CCCN(C(=O)c2ccc3c(c2)CCO3)C1 (stereo not drawn)
11.6% | C[N+](C)(C)CCNC(=O)c1ccccc1
-6.7% | COc1ccc(NC(=O)Nc2nc(C(N)C3CCCCC3)cs2)cc1 (stereo not drawn)
4.9% | COc1ccc2nc(N3C(=O)C(O)=C(C(=O)c4ccco4)C3c3ccc(OC)c(OC)c3)sc2c1 (stereo not drawn)
-53.2% | CCCCCCCCN1C(=O)[C@H](CC(=O)NCc2cccs2)C[C@@]2(C(=O)OCC)CCCC=C12
-19.6% | CCOC(=O)C1(c2ccccc2)CCCNC1=O (stereo not drawn)
0.0% | O=S(=O)(Cc1ccccc1)N1CCN(c2nc(-c3cccs3)nc3ccccc23)CC1
2.4% | CCOC(=O)C1CCCN(C(=O)c2cc(OC)ccc2Br)CC1 (stereo not drawn)
-4.7% | C[C@H]1CN([C@@H](C)CO)S(=O)(=O)c2ccc(C#Cc3cccnc3)cc2O[C@@H]1CN(C)C(=O)Nc1ccc2c(c1)OCO2
-18.8% | O=C(CCc1nc2sc3c(c2c(=O)[nH]1)CCCC3)NCCc1ccc(Cl)cc1
-25.2% | COc1ccc(-c2csc(C(O)c3ccc(F)c(OC)c3)n2)cc1 (stereo not drawn)
-28.4% | CCNC(=O)C1(C)CCCN(Cc2ccc3ccccc3c2Br)C1 (stereo not drawn)
5.8% | COc1ccc2c(CN3CCN(c4ccccc4OC)CC3)cc(=O)oc2c1
-64.4% | Cc1ccc(S(=O)(=O)N2C[C@H]3C(=O)C[C@@H](c4ccccc4)N(S(C)(=O)=O)[C@H]3C[C@H]2c2ccccc2)cc1
8.2% | O=C(NCc1ccccc1)c1cc(C2CCCN(C(=O)c3ccc4c(c3)CCO4)C2)on1 (stereo not drawn)
-5.2% | CC(C)(C)c1cc(NC(=O)C2(C)CCN2C(=O)C2(c3ccccc3)CCCC2)no1 (stereo not drawn)
56.2% | Cc1ccccc1S(=O)(=O)N1[C@@H](c2cccc(Cl)c2)C(C(=O)OC(C)(C)C)=CC[C@H]1c1ccc(Cl)cc1
1.6% | CCOC(=O)c1cc2cc(OC)ccc2n1C1CCN(CCc2ccccc2)CC1
10.1% | O=C(NCc1ccc(Cl)c(Cl)c1)c1cc(C2CCCCN2C(=O)c2ccccn2)on1 (stereo not drawn)
-17.1% | NC(=O)c1cccc(Nc2nc(C(N)C3CCCCC3)cs2)n1 (stereo not drawn)
2.8% | CCN1C(=O)[C@H]2[C@@H](c3ccc(C)cc3)N[C@]3(CCCN(CCC(C)C)C3=O)[C@H]2C1=O

Next entries follow.
BRCA1 expr act | SMILES
7.08µM* | O=C(NCCc1ccccc1)c1ccc(-c2cccnc2)c2ccoc12
-36.2% | C[C@@H]1CN([C@@H](C)CO)S(=O)(=O)c2ccc(Br)cc2O[C@H]1CN(C)C(=O)Nc1ccc(C(F)(F)F)cc1
10.7% | CCc1nc2ccc(C(=O)NCCCN3CCCC3=O)cn2c1N(C)C(=O)COc1ccccc1
19.5% | COc1ccc([C@H]2CC(=O)C[C@@H](CCn3cc(Cc4ccccc4)nn3)O2)cc1
2.0% | CN(C)c1ccc(-c2ccnc3c2CC(C)(C(=O)NCc2ccncc2)O3)cc1 (stereo not drawn)
-5.9% | Cc1ccc(F)c(CNC(=O)C2(C)CCCN2C(=O)C(C)C)c1F (stereo not drawn)
-8.5% | CCCCN(C)c1c(C)nc2ccc(C(=O)NCCc3c[nH]c4ccccc34)cn12
-6.2% | C[C@H]1CN([C@@H](C)CO)C(=O)CCCn2nncc2CO[C@H]1CN(C)S(=O)(=O)c1ccc2ccccc2c1
-28.5% | CCCCCCN1C[C@@H](n2cc(C3CC3)nn2)[C@H](O)C[C@@H]1c1ccc(C)cc1
9.1% | CC(C)N1CCN(c2ccncc2S(=O)(=O)N2CCN(C)CC2)CC1
-6.1% | Cc1csc(CN(C)C(=O)CC2C(=O)NCCN2Cc2ccccc2C)n1 (stereo not drawn)
12.9% | CCOC(=O)C1=C[C@@H](C(C)(C)C)N(S(=O)(=O)c2ccc(C)cc2)[C@H]1c1ccc(C#N)cc1
-3.9% | Cc1noc(C)c1S(=O)(=O)N(C)C[C@H]1OCCCC[C@@H](C)Oc2ccc(NS(=O)(=O)c3cn(C)cn3)cc2C(=O)N([C@H](C)CO)C[C@@H]1C
? | CNc1ccccc1C(=O)OCC(=O)N1CCc2ccccc2C1
1.7% | COc1ccc(C2=Cc3ccccc3C(CC(=O)C3CC3)N2c2ccc(-c3cc(OC)c(OC)c(OC)c3)cc2)cc1 (stereo not drawn)
-0.8% | CC(Oc1ccc(Cl)cc1)C(=O)Nc1cccc(S(=O)(=O)N2CCCC2)c1 (stereo not drawn)

Screening results from PubChem BioAssay.
